# MrgX1 antag: antagonists of human MrgX1 receptor, primary screen, HEK293 cells, Fluo-4 calcium flux | Mas-related G-protein coupled receptor member X1 (Homo sapiens), Q96LB2 | B-score at 10 µM | 310,000 tested, 1.3% active | BAM8-22 antagonism; stronger effect = lower value;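 active means calcium-response B-score plate-corrected more than 3 library SD below zero, starting fluorescence within 5 deviations, no agonist response on first addition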;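 further: peak minus trough fluorescence over baseline after final BAM8-22 challenge near maximal dose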
# Target sequence (Q96LB2 whole entry, looked up): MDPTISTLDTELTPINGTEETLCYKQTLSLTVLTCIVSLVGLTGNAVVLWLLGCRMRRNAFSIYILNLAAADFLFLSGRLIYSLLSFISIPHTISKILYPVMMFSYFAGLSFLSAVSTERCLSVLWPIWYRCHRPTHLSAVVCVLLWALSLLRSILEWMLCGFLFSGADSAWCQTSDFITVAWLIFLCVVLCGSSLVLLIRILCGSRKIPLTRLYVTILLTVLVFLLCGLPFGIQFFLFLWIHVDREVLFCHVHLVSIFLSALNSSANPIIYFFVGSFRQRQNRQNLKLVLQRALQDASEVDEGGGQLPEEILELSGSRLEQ
# TRPC4 potent: positive allosteric modulators of TRPC4, primary screen, cell-based, mouse TRPC4beta, HEK293 mu-opioid, Fluo-4 calcium; B-score at 10 µM; 310,000 tested, 0.42% active; DAMGO EC20, Fluo-4 Ca2+ flux; stronger effect = higher value; AID 2227, 2009;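 active means B-score of calcium response area above 5 SD of library B-scores, with initial fluorescence ratio within 5 SD of library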;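 further: B-score of integrated fluorescence ratio over time as area under calcium response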
# RGS4 inh: RGS4 inhibitors, primary screen, cell-based, HEK293 M3R inducible RGS4, calcium flux. Fluo-4 calcium flux; stronger effect = higher value; triggered by carbachol at its EC20. 310,000 tested, 0.45% active. AID 463165, 2010. Regulator of G-protein signaling 4 (Homo sapiens), P49798. B-score at 10 µM;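 active means B-score, a plate-corrected calcium signal, over three deviations above library mean, with baseline fluorescence within five deviations of library mean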;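 further: RGS4 expression induced by doxycycline in cells with stable M3 receptor; B-score is computed from the integrated fluorescence ratio over baseline after carbachol; higher B-score means a larger calcium signal and so more RGS4 inhibition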
# Target sequence (P49798 whole entry, looked up): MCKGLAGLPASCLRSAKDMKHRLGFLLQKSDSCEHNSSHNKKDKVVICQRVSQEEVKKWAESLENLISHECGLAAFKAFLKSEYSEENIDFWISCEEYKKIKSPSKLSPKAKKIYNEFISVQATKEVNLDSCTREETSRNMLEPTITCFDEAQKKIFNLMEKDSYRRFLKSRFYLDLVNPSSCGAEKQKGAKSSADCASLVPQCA
# TRPC4 act: activators of mouse TRPC4 channel, primary screen, Fluo4 calcium, HEK293 TRPC4beta/mu-opioid cells; B-score at 10 µM; 310,000 tested, 0.49% active; Short transient receptor potential channel 4 (Mus musculus), Q9QUQ5; Fluo4 calcium fluorescence; stronger effect = higher value;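 active means B-score above 5 SD of library B-scores, and initial fluorescence ratio not above library mean plus 5 SD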;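 further: positive B-score marks a calcium rise read as TRPC4 activation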
#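 system = HEK293 cells stably co-expressing mouse TRPC4beta and mu-opioid receptor | schedule = Fluo4 dye loading 45 min at room temperature, 110 s recording | measure = B-scored integrated calcium fluorescence ratio | signal = Fluo4 calcium-sensitive dye fluorescence, kinetic, 1 Hz baseline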
# TMEM16A inh: TMEM16A chloride channel inhibitors, primary screen, cell-based, HTS; 310,000 tested, 1.2% active; Anoctamin-1 (Mus musculus), Q8BHY3; HEK293 TMEM16A/YFP iodide influx fluorescence, ionomycin; normalized B-score (activity score, 25-100; higher = stronger inhibition) at 10 µM;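 active means ratio plate-corrected score three or more library SD toward inhibition, starting fluorescence score within five deviations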;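 further: score derived from kinetic fluorescence span divided by baseline fluorescence per well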
# TRPC6 inhibitor: mouse TRPC6 channel inhibitors, primary screen, cell-based, HEK293, membrane potential dye; ACh-evoked depolarization; stronger effect = lower value; B-score at 10 µM; 310,000 tested, 1.1% active;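 active means B-score under library mean minus 3 SD, initial fluorescence not abnormally high, positive integrated signal ratio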;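 further: B-score derived from integrated fluorescence ratio over the kinetic read; more negative B-score means stronger inhibition of depolarization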
# TRPC4 block: inhibitors of mouse TRPC4 channel, primary screen, Fluo4 calcium, HEK293 TRPC4beta/mu-opioid cells; Short transient receptor potential channel 4 (Mus musculus), Q9QUQ5; DAMGO-evoked Fluo4 calcium flux; stronger effect = lower value; B-score at 10 µM; 300,000 tested, 0.39% active;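 active means B-score over 3 SD under the library average, no early fluorescence shift, positive overall ratio signal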
#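 material = TRPC4beta/mu-opioid receptor HEK293 cell line | probe or stimulus = sequential submaximal and maximal DAMGO stimulation | compound dosing = one concentration per compound | measured by = Fluo4 Ca2+ flux fluorescence | evaluation = integrated fluorescence ratio relative to baseline, converted to per-well B score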
# MrgX1 ag: agonists of human MrgX1 receptor, primary screen, HEK293 cells, Fluo-4 calcium flux | Mas-related G-protein coupled receptor member X1 (Homo sapiens), Q96LB2 | Fluo-4 calcium fluorescence, agonist mode; stronger effect = higher value | B-score at 10 µM | 310,000 tested, 0.44% active;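 active means calcium response B-score plate-corrected fluorescence ratio at least 3 library SD, with starting fluorescence B-score inside 5 SD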
#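 Test system: HEK293 cells stably expressing human MrgX1 receptor; amount: 15,000 cells per well; doses: compound delivered in addition one of three; times: overnight plating before 1 h dye loading; detection: Fluo-4 NW calcium-flux fluorescence, kinetic read; read-out basis: B-scored fluorescence response ratio; controls: positive and negative controls per plate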
# MrgX1 PAM: positive allosteric modulators of MrgX1, primary screen, HEK293 cells, Fluo-4 calcium flux. Mas-related G-protein coupled receptor member X1 (Homo sapiens), Q96LB2. FDSS; stronger effect = higher value. B-score at 10 µM. 310,000 tested, 0.63% active;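 active means plate-corrected calcium response at least 3 library SD above typical, normal starting fluorescence, not activating the receptor alone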;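 further: compound read alongside a low EC10 to EC30 dose of BAM8-22 agonist; peak minus trough fluorescence over baseline measured at the second addition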
# TRPC6 act: mouse TRPC6 channel activators, primary screen, cell-based, HEK293, membrane potential dye; HEK293-TRPC6 membrane potential dye fluorescence; stronger effect = higher value; B-score at 10 µM; 310,000 tested, 0.13% active;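 active means B-score of the integrated fluorescence ratio above library mean plus 3 SD, and starting fluorescence ratio within library mean plus 5 SD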;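 further: higher score means more depolarization so channel activation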
# ANO1 activ: TMEM16A chloride channel activators or potentiators, primary screen, cell-based, HTS; Anoctamin-1 (Mus musculus), Q8BHY3; HEK293 TMEM16A/YFP-H148Q/I152L, iodide quench fluorescence; stronger effect = lower value; B-score at 10 µM; 340,000 tested, 0.3% active; AID 623877, 2012;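 active means fluorescence-ratio B-score plate-corrected deviation score at least 3 library SD below zero, with starting fluorescence score within 5 deviations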;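 further: channel opened by trigger with iodide after compound preincubation; score built on the fluorescence ratio of max minus min over baseline; more negative score means more quench and so TMEM16A activation or potentiation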
# Numbers without * were called inactive; i = inactive; x = not tested or not shown.
# Each structure is followed by: MrgX1 ag, TRPC4 potent, TMEM16A inh, MrgX1 antag, TRPC4 act, ANO1 activ, TRPC6 act, RGS4 inh, TRPC4 block, TRPC6 inhibitor, MrgX1 PAM
O=C(/C=C/c1ccccc1)NNC(=O)c1cccnc1
    i, i, i, i, i, i, i, i, i, i, i
COc1ccc(CNC(=O)CNC(C)c2ccc(F)cc2)cc1 (stereo not given)
    i, i, i, i, i, x, i, i, i, i, i
COc1ccc2c(Cl)c(C(=O)NCC3CCCO3)sc2c1Cl (stereo not given)
    i, i, i, i, i, x, i, i, i, i, i
Cc1ccc(S(C)(=O)=NC(=O)NC(=O)c2c(Cl)cccc2Cl)cc1 (stereo not given)
    i, i, i, i, i, i, i, i, i, i, i
CCOC(=O)c1ccc(-c2nnc(-c3ccc(Cl)cc3Cl)o2)cc1
    i, i, i, i, i, i, i, i, i, i, i
CN(CC(=O)Nc1ccccc1Br)C(=O)CCCSc1nc2ccccc2[nH]1
    i, i, i, i, i, i, i, i, i, i, i
CCOc1cccc(-c2nnc3sc(-c4cccs4)nn23)c1
    i, i, i, i, i, i, i, i, i, i, i
CN1CCCc2cc(C=O)ccc21
    i, i, i, i, i, i, i, i, i, -7.9*, i
CCCc1ccc2oc(C(=O)N3CCC(C(N)=O)(N4CCCCC4)CC3)c(C)c2c1
    i, i, i, i, i, i, i, i, i, i, i
CCOC(=O)c1ccc(NC(=S)N2CCCC2)cc1
    i, i, i, i, i, i, i, i, i, i, i
CCOC(=O)CCCn1c(C)nc(=O)c(-c2ccccc2)c1C
    i, i, i, i, i, i, i, i, i, i, i
O=C1Nc2cc(C(F)(F)F)ccc2N2CCCCC12 (stereo not given)
    i, i, i, i, i, i, i, i, i, i, i
Cc1c(NC(=O)C23CC4CC(CC(Br)(C4)C2)C3)c(=O)n(-c2ccccc2)n1C
    i, i, i, i, i, i, i, i, i, i, i
Cc1ccnc(NS(=O)(=O)c2cccc([N+](=O)[O-])c2)c1
    i, i, i, i, i, i, i, i, i, i, i
COc1ccc(C(C(=O)NC2CCCC2)N(C(=O)c2ccco2)c2cccc(C(C)=O)c2)cc1OC (stereo not given)
    i, i, i, i, i, i, i, i, i, i, i
CCOc1ccc(CCNC(=O)c2ccc3c(=O)[nH]c4c(C(=O)NC(C)C)sc(=S)n4c3c2)cc1
    i, 18*, i, -9.2*, i, i, i, i, i, i, i
COc1cc(NC(=O)COc2cc3oc(=O)cc(C)c3cc2Cl)cc(OC)c1OC
    i, i, i, i, i, i, i, i, i, i, i
CCc1cc2c(=O)c(-c3nc4ccccc4n3C)coc2c(CN2CCCCC2C)c1O (stereo not given)
    x, i, x, x, i, i, i, i, i, i, x
Cc1csc2cc(-c3cccc([N+](=O)[O-])c3)c(-c3cccc([N+](=O)[O-])c3)c[n+]12
    i, i, i, i, i, i, i, i, i, -6.1*, i
N#CC1=C(N)OC2=C(C(=O)CC(c3ccccc3)C2)C1c1ccc2c(c1)OCO2 (stereo not given)
    i, i, i, i, i, i, i, i, i, i, i
O=C(Cc1ccc([N+](=O)[O-])cc1)OCc1ccc([N+](=O)[O-])cc1
    i, i, i, i, i, i, i, i, i, i, i
CC(C)(C)OC(=O)CNC(=O)c1[nH]cnc1C(=O)Nc1ccc(Cl)cc1
    i, i, i, i, i, i, i, i, x, i, i
COc1ccc(NC(=O)NNS(=O)(=O)c2ccc(Br)cc2)cc1
    i, i, i, i, i, i, i, i, i, i, i
Cc1cccc(NC(=O)CN2CCc3cc4c(cc3C2C)OCCCO4)c1 (stereo not given)
    i, i, i, i, i, i, i, i, i, i, i
COc1ccc(-c2nnc(SCC(=O)/C(C#N)=C(\C)N)o2)cc1
    i, i, i, i, i, i, i, i, i, i, i
O=C(O)CCC(=O)N1CCc2cc(S(=O)(=O)Nc3ccc4c(c3)OCCO4)ccc21
    i, i, i, i, i, i, i, i, i, i, i
CCN(CC)C(=O)c1cccc2nc3ccccc3nc12
    i, i, i, i, i, i, i, i, i, i, i
CN(CCO)c1ccc([N+](=O)[O-])cc1C(=O)O
    i, i, i, i, i, i, i, i, i, i, i
CCOC(=O)c1c(C)c(C(=O)Nc2cc(F)ccc2F)c(C)n1C
    i, i, i, i, i, i, i, i, i, i, i
COc1cccc2c1C(=O)c1c(O)c3c(c(O)c1C2=O)C[C@](O)(C(C)=O)C[C@H]3O[C@@H]1C[C@@H](N)[C@@H](O)[C@@H](C)O1
    i, i, i, i, i, i, i, i, i, i, i
O=C(COc1ccccc1)Nc1ccncc1
    i, i, i, i, i, i, i, i, i, i, i
CCSc1nnc(Nc2ccc(C)cc2)s1
    i, i, i, i, i, i, i, i, i, i, i
C#CCNC(=O)C1=C[C@@H](c2coc3ccccc3c2=O)C[C@@H](OCCCCO)O1
    i, i, i, i, i, i, i, i, i, i, i
O=C(COC(=O)CNC(=O)c1ccc(Cl)cc1)Nc1ccc(Cl)cc1C(F)(F)F
    i, i, i, i, i, i, i, i, i, i, i
CC(C)N1C(=O)CN(C2CCCCCC2)C(=O)C1c1ccccc1F (stereo not given)
    i, i, i, i, i, i, i, i, i, i, i
CCOC(=O)N1CCN(CCC(=O)Nc2ccc(C)cc2)CC1
    i, i, i, i, i, i, i, i, i, i, i
CC(C)N(CCNC(=O)COc1ccc2oc3c(c2c1)CCCC3)C(C)C
    i, i, i, i, i, i, i, i, i, i, i
COc1cc(C(=O)O)cc(NC(=O)c2ccco2)c1OC
    i, i, i, i, i, i, i, i, i, i, i
Cc1ccc(-c2cc(C(=O)N/N=C/C=C/c3ccccc3)n[nH]2)s1
    i, i, i, i, i, i, i, i, i, i, i
Cc1cc(SCC(=O)N/N=C/c2ccc(O)c(O)c2)nc2ccccc12
    i, i, i, i, i, i, i, i, i, i, i
O=C(c1ccc(Cl)cc1)N1CCCOC1
    50*, i, i, i, i, i, i, i, i, i, i
O=C(c1ccc(F)cc1)N1CCCC(C(=O)N2CCN(c3ccccc3)CC2)C1 (stereo not given)
    i, i, i, i, i, i, i, i, i, i, i
COC(=O)CCSc1cc([N+](=O)[O-])cc2c1c(C1OCCS1)nn2-c1ccccc1 (stereo not given)
    i, i, i, i, i, i, i, i, i, i, i
O=C1COc2ccc(C(=O)c3ccccc3C(=O)NCc3ccco3)cc2N1
    i, i, i, i, i, i, i, i, i, i, i
COCCNC(=S)N1CCN(S(C)(=O)=O)CC1
    i, i, i, i, i, i, i, i, i, i, i
COc1ccccc1-n1c(=S)[nH]c2c(sc(=S)n2-c2ccccc2C)c1=O
    i, i, i, i, i, i, i, i, i, i, i
Cc1nc2sc3c(c2c(=N)n1N)CC(C)(C)OC3
    i, i, i, i, i, i, i, i, i, i, i
O=C(NCc1ccccc1C(F)(F)F)C1CC(c2cc(C(F)(F)F)cc(C(F)(F)F)c2)=NO1 (stereo not given)
    i, i, i, i, i, i, i, i, x, i, i
CCOC(=O)CNS(=O)(=O)c1cc(-c2n[nH]c(=O)c3ccccc23)ccc1C
    x, i, x, x, i, i, i, i, i, i, x
Cc1ccc(S(=O)(=O)n2cnc3cc([N+](=O)[O-])ccc32)c(C)c1
    i, i, i, i, i, i, i, i, i, i, i
Cc1nnc(SC(C)C(=O)Nc2ccc3c(c2)OCCO3)s1 (stereo not given)
    i, i, i, i, i, i, i, i, i, i, i
NC(=O)CC(NC(=O)c1ccccc1)c1ccc(N2CCc3ccccc3C2)c([N+](=O)[O-])c1 (stereo not given)
    i, i, i, i, i, i, i, i, i, i, i
O=C(Nc1ccccc1O)c1ccc2c(c1)C(=O)N(N1C(=O)c3ccccc3C1=O)C2=O
    i, i, i, i, i, i, i, i, i, i, i
Cc1ccccc1OCC(=O)N/N=C/c1ccco1
    i, i, i, i, i, i, i, i, i, i, i
C[C@]1(C(=O)NCc2cc(F)cc(C(F)(F)F)c2)C=C[C@@H](Cc2ccccc2)N1C(=O)c1ccccc1
    i, i, i, i, i, i, i, i, i, i, i
Cc1ccccc1C(=O)N/N=C/c1ccc(Sc2ccccn2)o1
    i, i, i, i, i, i, i, i, i, i, i
CCCC[n+]1c(C)sc2cc(OC)ccc21
    i, i, i, i, i, i, i, i, i, i, i
O=C1N(Cc2ccccc2)c2ccccc2C12OCCO2
    i, i, i, i, i, i, i, i, i, i, i
Cc1cc(-c2[nH]nc3c2C(c2ccsc2)C(C#N)=C(N)O3)c(C)s1 (stereo not given)
    i, i, i, i, i, i, i, i, i, i, i
CCCOc1ccc(NCC(=O)Nc2ccc(C)cc2C)cc1
    i, i, i, i, i, i, i, i, i, i, i

# Next compounds follow.
# Each structure is followed by: MrgX1 ag, TRPC4 potent, TMEM16A inh, MrgX1 antag, TRPC4 act, ANO1 activ, TRPC6 act, RGS4 inh, TRPC4 block, TRPC6 inhibitor, MrgX1 PAM
CCOC(=O)C1(Cc2cccc(F)c2)CCN(C(=O)C2CCC2)CC1
    i, i, i, i, i, i, i, i, i, i, i
O/N=C(/Cc1ccccn1)c1ccccc1
    i, i, i, i, i, i, i, i, i, i, i
O=C(O)CC/C(=C\c1ccccc1[N+](=O)[O-])c1nc2ccccc2s1
    i, i, i, i, i, i, i, i, i, i, i
CCOc1ccccc1-c1cc(-c2ccccc2)nc2c1c(=O)n(C)c(=O)n2C
    i, i, i, i, i, i, i, i, i, i, i

# Source: PubChem BioAssay (Johns Hopkins Ion Channel Center)
